SMN2 splice up: increases expression of the SMN2 splice variant; Potency, µM (highest dose often 46.1 µM), without a hit: top-dose activity change, positive = activation, hits mostly activators; 2.8% of 210,000 active; HEK293 SMN2-luciferase splicing reporter, luminescence, 30-36 h; AID 1458; further: % of control where 0% means no effect; nearly all actives have a fitted effect of over 55% in size
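HEK293 cells carry an SMN2 minigene-luciferase reporter in which exon 7 inclusion puts luciferase in frame. Cells were seeded at 2000 cells/well, attached for 10-12 hours, then exposed to compounds for 30-36 hours at 37C before ONE-Glo luminescence.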
GAA glycogen mod: alters human alpha-glucosidase cleavage of glycogen | Potency, µM (series often up to 76.4 µM), inactives show at the highest dose activity change, negative = inhibition, most hits filed as inhibitors | AID 2100 | P10253 | 0.38% of 300,000 active | recombinant GAA, glycogen substrate, Amplex Red glucose oxidase fluorescence;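 further: 0% = full enzyme reaction and -100% = no-enzyme basal signal; the screen sought inhibitors and activators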
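qHTS, 1536-well; enzyme 4 nM final; cpd up to 77 uM; substrate bovine liver glycogen 30 ug; 50 mM citrate/phosphate pH 5.0, 0.01% Tween-20; 37 C, 40 min; Amplex Red detection 45 min RT; Hill fit → AC50.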
* = called active by the depositor; ? = inconclusive; & = joins results of further samples; [ ] = remark or other dose. The call rests on the fitted dose curve; in most records, active means well fitted curve in the direction sought with a large enough effect; inconclusive means small, poorly fitted or top-dose-only effect, or another doubt; inactive means no such curve, though single readings can be large; an effect the other way counts as inactive or inconclusive. Potency means the concentration at half of the fitted maximal effect. Some of the compounds tested (hit frequency here may not be typical).

item	mol	SMN2 splice up	GAA glycogen mod
1	Cc1ccc(CSc2nnc(-n3c(=O)c(C#N)cc4c(=O)n5cc(C)ccc5nc43)s2)cc1	2%	15%[76.3 µM]
2	CCOC(=O)CSc1nc2ccccc2n2c(C)nnc12	-4%	-4%
3	CCc1cccc(NC(=O)Cn2c(=O)n(CCCCCC(=O)NCc3ccc(F)cc3)c(=O)c3sccc32)c1	-3%	-8%[76.3 µM]
4	Cc1cc(C)cc(NC(=O)C(NS(=O)(=O)c2cccc3nsnc23)c2ccccc2)c1 (configuration not stated)	15%	13%[76.3 µM]
5	COc1ccc(NC(=O)CSc2nc3c(oc4ccccc43)c(=O)n2Cc2ccco2)cc1Cl	24%	-11%[76.3 µM]
6	Cc1cccc(C)c1OCC(=O)N(Cc1ccccc1F)C1CCS(=O)(=O)C1 (configuration not stated)	1%	0%[76.3 µM]
7	Cc1ccccc1NC(=O)c1ccccc1NC(=O)c1ccccc1Cl	-12%	-3%[76.3 µM]
8	CCC12CN3CC(C)(CN(C1)C3c1c[nH]c3ccccc13)C2=O (configuration not stated)	-1%	-6%[76.3 µM]
9	CCCCCn1c(CN2CCN(c3ccc(OC)cc3)CC2)nc2c1c(=O)[nH]c(=O)n2C	2%	3%[76.3 µM]
10	O=C(COc1ccc(Cl)cc1)N(Cc1ccco1)Cc1ccco1	-8%	10%[76.3 µM]
11	CCc1ccc(-n2c(=O)c3sc4ccccc4c3n(Cc3cccc(F)c3)c2=O)cc1	-5%	11%[76.3 µM]
12	CC(=O)N1CCc2cc(S(=O)(=O)NC(Cc3ccccc3)C(=O)NCc3ccc(C)cc3)ccc21 (configuration not stated)	-3%	16%[76.3 µM]
13	CCc1cc2c(cc3c(=O)n(CC(=O)NC4CCC(C)CC4)nc(CC)n32)s1 (configuration not stated)	-19%	-6%[76.3 µM]
14	CC(C)OCCCNC(=O)C(=O)Nc1ccc2nc3n(c(=O)c2c1)CCCCC3	6%	-27%[76.3 µM]
15	CCc1cc2c(cc3c(=O)n(CC(=O)NC4CCCCC4)nc(CC)n32)s1	-6%	12%[76.3 µM]
16	Cn1c(=O)c(=O)n(C)c2cc(S(=O)(=O)Nc3ccc(Cl)c(C(F)(F)F)c3)ccc21	-5%	-10%[76.3 µM]
17	CCOc1ccc(NC(=O)c2cc3nc(-c4ccc(OC)cc4)cc(C(F)(F)F)n3n2)cc1	-4%	2%[76.3 µM]
18	CC(=O)N1CCc2cc(S(=O)(=O)NC(Cc3ccccc3)C(=O)Nc3cc(C)ccc3C)ccc21 (configuration not stated)	0%	12%[76.3 µM]
19	CCCS(=O)(=O)c1nc(S(=O)(=O)c2ccc(C)cc2)c(NC)s1	-1%	16%[76.3 µM]
20	Cc1c(C(=O)N(Cc2ccc(N(C)C)cc2)CC2CCCO2)oc2ccc(Br)cc12 (configuration not stated)	-7%	3%[76.3 µM]

Next section.
item	mol	SMN2 splice up	GAA glycogen mod
21	CC(=O)Nc1ccc(NC(=O)CSc2nc3ccccc3nc2N2CCCCC2)cc1	-4%	10%[76.3 µM]
22	CSc1ccc(CCNC(=O)Cn2ncn3c(cc4ccccc43)c2=O)cc1	10%	13%[76.3 µM]
23	COc1ccc(CCNS(=O)(=O)c2ccc3c(c2)c(=O)n(C)c(=O)n3C)cc1OC	-8%	11%[76.3 µM]
24	CCOC(=O)c1c(NC(=O)c2cc(-c3ccc(Cl)cc3)on2)sc(C)c1C	10%	9%[76.3 µM]
25	Fc1ccc(Nc2ncnc3onc(-c4cccc(Cl)c4)c23)c(F)c1	1%	10%[76.3 µM]
26	Cc1ccc(C(=O)Nc2cc3cc(Cl)ccc3oc2=O)cc1	?	5%[76.3 µM]
27	Cc1nn(-c2ccccc2)c(-n2cccc2)c1C(=O)NCCc1ccc(Cl)cc1	-67%[inhibitor]	-14%[76.3 µM]
28	O=C1CC(c2nc3ccccc3n2CCCCOc2ccccc2)CN1c1ccccc1Cl (configuration not stated)	-52%[inhibitor]	-11%[76.3 µM]
29	COc1ccc(Cl)cc1N=C1NC(=O)CC(C(=O)Nc2ccccc2C(F)(F)F)S1 (configuration not stated)	-5%	5%[76.3 µM]
30	COc1cccc2c1cc1c(=O)n(CC(=O)N3CCN(c4ccccc4F)CC3)nc(C)n12	-1%	4%[76.3 µM]
31	COc1ccc(S(=O)(=O)N(CC(=O)Nc2cccnc2)c2ccc(Cl)cc2)cc1	-17%	-12%[76.3 µM]
32	O=C(NC1CCCCC1)c1ccc2c(c1)N(Cc1ccc(Cl)cc1)C(=O)c1ccccc1S2(=O)=O	19%	10%[76.3 µM]
33	N#Cc1nc(COc2ccccc2Cl)oc1NCCc1ccccc1	0%	-2%[76.3 µM]
34	COc1ccc(OCCCCn2c(C3CC(=O)N(c4cccc(Cl)c4)C3)nc3ccccc32)cc1 (configuration not stated)	-32%[inhibitor]	-7%[76.3 µM]
35	CCCCOc1ccc(CNC(=O)Cn2ncn3c(cc4cc(F)ccc43)c2=O)cc1	3%	-8%[76.3 µM]
36	Cc1ccc(CNC(=O)CSc2c3c(nc4cc(Cl)ccc24)CCCC3)cc1	-4%	-14%[76.3 µM]
37	COc1cc(OC)c(NC2=C(c3ccc(C(F)(F)F)cc3)C(=O)c3ccccc32)cc1Cl	4%	13%[76.3 µM]
38	O=c1c2ccccc2n(Cc2ccccc2Cl)c(=O)n1CCc1ccccc1	0%	9%[76.3 µM]
39	Cc1ccc(C)c(NC(=O)CN2C(=O)c3cccc4cccc2c34)c1	-9%	-6%[76.3 µM]
40	CC1(C)O[C@H]2[C@@H](O1)[C@@H](C(=O)Nc1ccc(F)c(F)c1)O[C@@H]1OC(C)(C)O[C@@H]12	-6%	15%[76.3 µM]

Next entries:
item	mol	SMN2 splice up	GAA glycogen mod
41	COc1ccc(Cl)cc1NC(=O)c1cc2nc(-c3ccc(C)cc3)cc(C(F)(F)F)n2n1	5%	10%[76.3 µM]
42	COc1cc(C(=O)N2CC(=O)Nc3ccc(C)cc3C2c2ccc(F)cc2)cc(OC)c1OC (configuration not stated)	-2%	7%[76.3 µM]
43	COc1ccccc1CNS(=O)(=O)c1cc(Br)cc2c1N(C(C)=O)C(C)C2 (configuration not stated)	?	4%[76.3 µM]
44	Cc1ccccc1-c1ccnc2c(-c3ccc(F)cc3)c(C)nn12	19%	-10%[76.3 µM]
45	Cc1cccc(CNC(=O)c2ccc(NC(=O)N3CC(C)Sc4ccccc43)cc2)c1 (configuration not stated)	-7%	-17%[76.3 µM]
46	Cc1ccc(S(=O)(=O)Nc2cc3c(cc2NCc2ccccc2)n(C)c(=O)n3C)cc1	14µM*	?
47	COc1ccc(OCCn2c(NC(=O)c3ccc(OC)cc3)nc3ccccc32)cc1	7%	1%[76.3 µM]
48	COc1ccc2c(c1)Cc1sc(NC(=O)c3ccccc3C)nc1-2	5%	-9%[76.3 µM]
49	COc1ccc(-c2cc3nc(C)c(CCC(=O)Nc4ccccc4C(C)=O)c(C)n3n2)c(OC)c1	15%	15%[76.3 µM]
50	COc1ccccc1CNC(=O)CCC1N=C2c3ccccc3N=C(SCc3cccc(Cl)c3)N2C1=O (configuration not stated)	0%	5%[76.3 µM]
51	COc1ccc(N2CCN(C(=O)c3ccc4c(c3)CCN4S(=O)(=O)c3ccccc3)CC2)cc1	-39%[inhibitor]	-16%[76.3 µM]
52	Cc1ccc(CSc2oc(-c3ccco3)nc2S(=O)(=O)c2ccc(Cl)cc2)cc1	-11%	9%[76.3 µM]
53	Cc1ccn2c(=O)c(C(=O)NCCc3ccccc3)c(O)nc2c1	6%	-3%[76.3 µM]
54	CCOC(=O)N1CCc2c(sc3c2c(=O)n(CCc2ccccc2)c(=O)n3CC(=O)Nc2cccc(C)c2)C1	2%	-1%[76.3 µM]
55	O=C(CCC(=O)N1CCSc2ccccc21)NCc1ccccc1Cl	-8%	-3%[76.3 µM]
56	Cc1cc(C)c2oc(-c3ccc(NC(=O)c4cc(Br)ccc4Cl)cc3)nc2c1	-25%	-15%[76.3 µM]
57	COc1ccccc1OCc1nc(-c2cccc(C)c2)no1	?	-7%[76.3 µM]
58	CCOC(=O)c1cnc2c(C)c(Cl)ccc2c1Nc1ccc(C)cc1C	5%	2%[76.3 µM]
59	CCOc1ccccc1NC(=O)c1c(NC(=O)c2cccc(C)c2)sc2c1CCCC2	-6%	-11%[76.3 µM]
60	CS(=O)(=O)c1ncc(Cl)c(C(=O)N(Cc2ccc(Cl)cc2)Cc2ccco2)n1	-57%[inhibitor]	-1%[76.3 µM]

(cont.)
item	mol	SMN2 splice up	GAA glycogen mod
61	Cc1cc(NC(=O)c2cc(-c3ccc(Cl)c(Cl)c3)on2)n(-c2ccccc2)n1	6%	-4%[76.3 µM]
62	Cc1ccsc1CN(C(=O)c1oc2ccc(F)cc2c1C)C1CCS(=O)(=O)C1 (configuration not stated)	-13%	-8%[76.3 µM]
63	COc1ccc(OC)c(CCNC(=O)CN2C(=O)COc3ccc(S(=O)(=O)N4CCC(C)CC4)cc32)c1	?	-8%[76.3 µM]
64	Cc1ccc(CNC(=O)c2ccc3c(c2)N(Cc2ccccc2F)C(=O)c2ccccc2S3(=O)=O)cc1	8%	-5%[76.3 µM]
65	Cc1ccc(Cl)cc1NC(=O)C1CCCN(c2cnccn2)C1 (configuration not stated)	2%	-22%&16%[76.3 µM]
66	O=C(NCCc1ccccc1)c1ccc2c(c1)N(Cc1c(F)cccc1Cl)C(=O)CS2	-15%	-14%[76.3 µM]
67	O=C(O)c1ccc(-n2c(/C=C\c3ccc(O)cc3)nc3ccccc3c2=O)cc1	-9%	-3%[76.3 µM]
68	COc1ccc(-c2cc3nc(C)c(CCC(=O)NC(C)c4ccccc4)c(C)n3n2)c(OC)c1 (configuration not stated)	-5%	15%[76.3 µM]
69	Cc1cc(Br)ccc1NC(=O)Cn1cnc2sc(C)c(S(=O)(=O)N3CCN(C)CC3)c2c1=O	-3%	-9%[76.3 µM]
70	CCOC(=O)C1=C(CS(=O)(=O)c2ccc(C)cc2)NC(=O)NC1c1ccc(C(C)C)cc1 (configuration not stated)	-48%[inhibitor]	9%[76.3 µM]
71	O=c1c2sc3ccccc3c2n(Cc2cccc(C(F)(F)F)c2)c(=O)n1Cc1ccc(F)cc1	4%	-9%[76.3 µM]
72	COc1ccc(N2C(=O)NC(NS(=O)(=O)c3ccc(Cl)cc3)(C(F)(F)F)C2=O)cc1 (configuration not stated)	3%	-14%
73	CCc1cccc(C)c1NC(=O)c1cc2ccccc2o1	-29%	-19%[76.3 µM]
74	CCCCN(C)C(=O)c1ccc2c(c1)N(Cc1ccc(F)cc1)C(=O)c1ccccc1S2(=O)=O	2%	-34%[76.3 µM]
75	CC(=O)c1ccc(N2CCN(c3nc4c(S(=O)(=O)c5ccc(C)c(C)c5)nnn4c4ccc(Cl)cc34)CC2)cc1	-2%	2%[76.3 µM]
76	COc1cccc(NS(=O)(=O)c2ccc3c(c2)[C@H]2C=CC[C@H]2[C@@H](c2ccccc2Cl)N3)c1	18%	0%[76.3 µM]
77	COc1ccccc1C(=O)Oc1c(Sc2ccccc2)c(C)nn1C(C)(C)C	-8%	-13%[76.3 µM]
78	COc1cccc(N2CCN(C(=O)C3CCCN(S(=O)(=O)c4ccc(Br)s4)C3)CC2)c1 (configuration not stated)	-50%[inhibitor]	0%[76.3 µM]

A draw from above in order of SMILES length, low to high:
item	mol	SMN2 splice up	GAA glycogen mod
77	COc1ccccc1C(=O)Oc1c(Sc2ccccc2)c(C)nn1C(C)(C)C	-8%	-13%[76.3 µM]
62	Cc1ccsc1CN(C(=O)c1oc2ccc(F)cc2c1C)C1CCS(=O)(=O)C1 (configuration not stated)	-13%	-8%[76.3 µM]
67	O=C(O)c1ccc(-n2c(/C=C\c3ccc(O)cc3)nc3ccccc3c2=O)cc1	-9%	-3%[76.3 µM]
66	O=C(NCCc1ccccc1)c1ccc2c(c1)N(Cc1c(F)cccc1Cl)C(=O)CS2	-15%	-14%[76.3 µM]
61	Cc1cc(NC(=O)c2cc(-c3ccc(Cl)c(Cl)c3)on2)n(-c2ccccc2)n1	6%	-4%[76.3 µM]
78	COc1cccc(N2CCN(C(=O)C3CCCN(S(=O)(=O)c4ccc(Br)s4)C3)CC2)c1 (configuration not stated)	-50%[inhibitor]	0%[76.3 µM]
71	O=c1c2sc3ccccc3c2n(Cc2cccc(C(F)(F)F)c2)c(=O)n1Cc1ccc(F)cc1	4%	-9%[76.3 µM]
70	CCOC(=O)C1=C(CS(=O)(=O)c2ccc(C)cc2)NC(=O)NC1c1ccc(C(C)C)cc1 (configuration not stated)	-48%[inhibitor]	9%[76.3 µM]
74	CCCCN(C)C(=O)c1ccc2c(c1)N(Cc1ccc(F)cc1)C(=O)c1ccccc1S2(=O)=O	2%	-34%[76.3 µM]
64	Cc1ccc(CNC(=O)c2ccc3c(c2)N(Cc2ccccc2F)C(=O)c2ccccc2S3(=O)=O)cc1	8%	-5%[76.3 µM]
63	COc1ccc(OC)c(CCNC(=O)CN2C(=O)COc3ccc(S(=O)(=O)N4CCC(C)CC4)cc32)c1	?	-8%[76.3 µM]
75	CC(=O)c1ccc(N2CCN(c3nc4c(S(=O)(=O)c5ccc(C)c(C)c5)nnn4c4ccc(Cl)cc34)CC2)cc1	-2%	2%[76.3 µM]

High-throughput results as filed in PubChem.
